Compound activity (PubChem BioAssay)
Mtb RmlCD inh – M. tuberculosis RmlC/RmlD coupled enzyme inhibitors, primary screen, biochemical, compound mixtures, 384-well, from 1536-well plates; dTDP-4-dehydrorhamnose reductase (Mycobacterium tuberculosis (strain ATCC 25618 / H37Rv)) …; RmlC+RmlD coupled enzyme assay, percent inhibition; primary screen in compound mixtures; inhibition, % at 3.6 µM; actives 0.03% (n = 160,000); AID 1533, 2009; in the data active = inhibition mostly above about 34%, no sharp cut-off; also: some results filed as inactive read as strong as hits
Target sequence (P9WH09 whole entry, looked up): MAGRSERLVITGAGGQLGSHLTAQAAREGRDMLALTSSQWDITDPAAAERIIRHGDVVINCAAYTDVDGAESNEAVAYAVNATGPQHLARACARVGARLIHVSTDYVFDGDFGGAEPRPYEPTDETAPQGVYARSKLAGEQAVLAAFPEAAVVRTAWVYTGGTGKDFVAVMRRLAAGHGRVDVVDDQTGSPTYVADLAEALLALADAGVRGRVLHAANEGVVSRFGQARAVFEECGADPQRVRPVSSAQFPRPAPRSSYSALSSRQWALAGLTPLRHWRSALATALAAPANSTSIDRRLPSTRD
Target sequence (P9WH11 whole entry, looked up): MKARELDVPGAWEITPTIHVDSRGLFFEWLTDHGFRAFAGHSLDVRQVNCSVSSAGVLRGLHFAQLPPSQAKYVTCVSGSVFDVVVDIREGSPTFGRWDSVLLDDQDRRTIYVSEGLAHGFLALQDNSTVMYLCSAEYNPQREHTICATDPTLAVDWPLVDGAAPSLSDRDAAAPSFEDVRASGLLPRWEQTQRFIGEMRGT
GlmU inhibition – inhibition of mycobacterial GlmU enzyme – biochemical, glucosamine-1-phosphate acetyltransferase (AID 1376) | Bifunctional protein GlmU (Mycobacterium tuberculosis (strain ATCC 25618 / H37Rv)) | M. tuberculosis GlmU acetyltransferase enzyme assay; higher % means a stronger effect | inhibition, %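 (tested at 30 µM in the primary screen)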; hits with a dose series show IC50 in µM | actives 0.25% (n = 220,000); in the data active = inhibition above about 13%;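 also: 0% = complete reaction with vehicle and 100% = reaction without substrate; strong numbers were not always called active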
* marks the source's active call; other numbers are inactive results; · = not tested or not shown. A portion of the library, so the mix of outcomes need not match the whole.

Every second line gives: Mtb RmlCD inh | GlmU inhibition
O=C(O)CCC(=O)Nc1cc(C(F)(F)F)cc(C(F)(F)F)c1
  -6 | 4.3%
Cc1ccc(CNC(=O)NC23CC4CC(CC(C4)C2)C3)cc1
  · | 4.0%
COc1ccccc1NC(=O)CN(c1ccccc1F)S(C)(=O)=O
  3 | 3.1%
CCCCNC(=O)Nc1nnc(-c2ccccc2)o1
  · | 1.5%
Cc1ccc(OCC(=O)N/N=C/c2cn[nH]c2-c2ccc(Cl)c(Cl)c2)cc1
  1 | 1.1%
COC(=O)C(C)Oc1cc(C)cc2oc(=O)c3c(c12)CCC3 (stereo not drawn)
  6 | 2.5%
CCOC(=O)N1CCC(NC(=O)CCc2nc(-c3ccc(C)cc3)no2)CC1
  13 | 0.7%
COc1ccccc1C(O)Cc1nc2ccccc2n1C (stereo not drawn)
  10 | -2.7%
NCCc1nnc(SCc2c(F)cccc2Cl)o1
  13 | -3.3%
COc1ccc(C2CC(c3ccccc3)=NN2C(=O)CN2CCN(Cc3ccccc3)CC2)cc1 (stereo not drawn)
  -3 | -4.9%
Oc1ccccc1-c1nc(N2CCN(Cc3ccccc3)CC2)c2ccccc2n1
  · | -2.0%
CC(C)CC(NC(=O)C(NC(=O)OC(C)(C)C)C(C)C)C(=O)N1CCCC1C(N)=O (stereo not drawn)
  · | 0.3%
CCCCC(c1nnnn1CC1CCCO1)N1CCN(Cc2ccccc2)CC1 (stereo not drawn)
  · | 3.7%
COc1ccc(-c2csc3nc(C)n(-n4cccc4)c(=O)c23)cc1OC
  -5 | 2.2%
O=C(/C=C/c1ccco1)Nc1cccc2cccnc12
  0 | -0.2%

Carrying on:
Every second line gives: Mtb RmlCD inh | GlmU inhibition
O=C(O)c1ccc(Nc2cnc3ccccc3n2)cc1
  -7 | 1.2%
CCOC(=O)c1cnc2ccc(Br)cc2c1NCCO
  -3 | -1.7%
CC1CCCN(C(=O)COc2ccc(-c3ccccc3)cc2)C1 (stereo not drawn)
  -5 | -9.2%
CN(C)c1cc(NC(=O)CNC(C)(C)CC(C)(C)C)c2ccccc2n1
  -13 | -0.7%
CSc1cccc(NC(=O)CSc2ncccc2C(=O)Oc2cccc([N+](=O)[O-])c2)c1
  · | -1.8%
CCOC(=O)Nc1sc(C(=O)N(C)C)c(C)c1C(=O)OCC
  20 | 2.4%
COc1ccc(C(C)=O)cc1COc1ccc(F)cc1
  -2 | 2.6%
CC(C)CCNC(=O)c1csc2c1CCCCC2
  8 | -6.4%
O=C(CSc1nc2ccccc2o1)c1ccc2c(c1)OCCO2
  10 | 7.9%
CC(C)NS(=O)(=O)c1ccc(OCC(=O)NCc2cccnc2)cc1
  · | 2.0%
COc1ccc(/C=C(\NC(=O)c2ccccc2)C(=O)N/N=C/c2ccncc2)cc1
  7 | 0.3%
COC(=O)Cc1ccc2sc(-c3ccccc3)nc2c1
  2 | 3.6%
O=C(CSc1ncn[nH]1)Nc1ccccc1C(=O)O
  3 | 0.5%
CCOC(=O)C(NC(C)=O)(Nc1ccc(S(=O)(=O)Nc2cc(C)on2)cc1)C(F)(F)F (stereo not drawn)
  · | -2.5%
O=c1cc(/C=C/c2ccccc2)oc2ccccc12
  · | 1.8%

An excerpt of these results, in markdown:
| compound | Mtb RmlCD inh | GlmU inhibition |
| --- | --- | --- |
| CCOC(=O)Nc1sc(C(=O)N(C)C)c(C)c1C(=O)OCC | 20 | 2.4% |
| COc1ccc(C(C)=O)cc1COc1ccc(F)cc1 | -2 | 2.6% |

The listing picks up; the 3 compounds before the break are reprinted first.
Every second line gives: Mtb RmlCD inh | GlmU inhibition
O=C(CSc1ncn[nH]1)Nc1ccccc1C(=O)O
  3 | 0.5%
CCOC(=O)C(NC(C)=O)(Nc1ccc(S(=O)(=O)Nc2cc(C)on2)cc1)C(F)(F)F (stereo not drawn)
  · | -2.5%
O=c1cc(/C=C/c2ccccc2)oc2ccccc12
  · | 1.8%
CCC(C)NC(=O)N[C@@H](Cc1ccccc1)C(=O)O (stereo partly drawn)
  · | 2.9%
Cc1cc(SC(C)C(=O)Nc2ncc(Cl)cc2Cl)nc2ccccc12 (stereo not drawn)
  · | 0.5%
CCO[C@H]1OC(C(=O)O)=C[C@@H](C)[C@@H]1CCCO
  · | 5.8%
CCOc1ccc(NC(=O)N2CCC(c3ccc(C)cc3)C2)cc1 (stereo not drawn)
  · | -3.3%
Cc1cccc(Nc2c([N+](=O)[O-])cc(C(=O)N3CC(=O)Nc4ccccc43)cc2[N+](=O)[O-])c1
  -7 | -4.5%
CCOc1ccc(C(=O)OCC(=O)c2c(N)n(C)c(=O)n(C)c2=O)cc1OCC
  -49 | -5.9%
COC(=O)c1cc(C(=O)Nc2ccc(S(N)(=O)=O)cc2)cc([N+](=O)[O-])c1
  10 | -3.1%
CC1(C)CC(Nc2ccc(Nc3ccccc3)cc2)CC(C)(C)N1
  · | -5.8%
Cc1cccc(C2CC(c3ccc(F)cc3)Nc3nc(N)nn32)c1 (stereo not drawn)
  40 | 2.7%
COCCNC(=O)CCCCCN1C(=O)CCC1=O
  7 | -1.0%
CCN(CC)CCOc1ccc(/C(=C(/Cl)c2ccccc2)c2ccccc2)cc1
  6 | -13%
CCN(CC)CCNc1ncnc2c1sc1nc(N3CCOCC3)c3c(c12)CC(C)(C)SC3
  · | -7.4%
O=C(Nc1ccc(Cl)cc1)Nc1nnc(/C=C/c2ccccc2)s1
  -6 | -3.9%
Cc1cc(C(=O)N/N=C/c2c(C)n(C)c3ccccc23)n[nH]1
  3 | -4.0%
O=C(NCCCn1ccnc1)c1cc(-c2ccc3c(c2)OCO3)on1
  6 | -2.0%

Other results
Every second line gives: Mtb RmlCD inh | GlmU inhibition
Cc1c(C(=O)N2CCOCC2)sc2ncnc(N3CCc4ccccc4C3)c12
  92 | 3.4%
CCC(=NCc1cccnc1)c1c(O)n(Cc2ccccc2)c(=O)[nH]c1=O
  · | -0.3%
CCN1CCN(C(=O)c2cc(-c3cccnc3)nc3ccc(Br)cc23)CC1
  · | 3.1%
CC(=O)c1nn(-c2ccccc2)cc1C(=O)c1cccc(Br)c1
  7 | -8.3%
CCOc1ccc(NC(=O)Nc2cc(C(C)C)ccc2C)cc1
  -6 | 15%*
Cc1ccc(S(=O)(=O)N2CCN(C(=O)CSc3ncc(C(F)(F)F)cc3Cl)CC2)cc1
  9 | 1.0%
COc1ccc(OCC(O)CNC(=O)/C=C/c2cccc([N+](=O)[O-])c2)cc1 (stereo not drawn)
  4 | 1.9%
CC[C@@]1(O)C(=O)OCc2c1cc1n(c2=O)Cc2cc3c(NC(=O)CN)cccc3nc2-1
  12 | 6.3%
O=C1c2ccccc2C(O)(Cc2ccccc2)N1C1CCCCC1 (stereo not drawn)
  5 | 0.4%
CCN(CC)c1nc(N)n(CCSC(=S)N(C)C)c(=O)n1
  -4 | -6.7%
CC(=O)c1ccc(NC(=S)NN2C(C)CCCC2C)cc1 (stereo not drawn)
  -9 | 1.2%
O=C(NCc1ccco1)c1ccc(Cn2c(=S)[nH]c3ccccc3c2=O)cc1
  -10 | 1.1%
O=C(/C=C\Nc1ccc(Br)cc1)c1cccnc1
  14 | 2.5%
O=C1CC(c2ccc(F)cc2)CC2=C1C(c1ccc([N+](=O)[O-])o1)Nc1ccccc1N2 (stereo not drawn)
  5 | 1.4%
Cc1nc(N2CCN(C(=O)CCC(=O)O)CC2)c2c(C)c(C)sc2n1
  -5 | 2.9%

Compound profiles, from the list above:
CC(=O)c1ccc(NC(=S)NN2C(C)CCCC2C)cc1 (stereo not drawn) is listed as Mtb RmlCD inh: -9; GlmU inhibition: 1.2%
O=C1CC(c2ccc(F)cc2)CC2=C1C(c1ccc([N+](=O)[O-])o1)Nc1ccccc1N2 (stereo not drawn) is listed as Mtb RmlCD inh: 5; GlmU inhibition: 1.4%

Reprinted at random: 6 compounds from above, in no set order.
Every second line gives: Mtb RmlCD inh | GlmU inhibition
O=C(/C=C\Nc1ccc(Br)cc1)c1cccnc1
  14 | 2.5%
COc1ccc(OCC(O)CNC(=O)/C=C/c2cccc([N+](=O)[O-])c2)cc1 (stereo not drawn)
  4 | 1.9%
Cc1c(C(=O)N2CCOCC2)sc2ncnc(N3CCc4ccccc4C3)c12
  92 | 3.4%
Cc1nc(N2CCN(C(=O)CCC(=O)O)CC2)c2c(C)c(C)sc2n1
  -5 | 2.9%
CC[C@@]1(O)C(=O)OCc2c1cc1n(c2=O)Cc2cc3c(NC(=O)CN)cccc3nc2-1
  12 | 6.3%
O=C1c2ccccc2C(O)(Cc2ccccc2)N1C1CCCCC1 (stereo not drawn)
  5 | 0.4%

Next compounds:
Every second line gives: Mtb RmlCD inh | GlmU inhibition
O=C(CC(=O)N/N=C/c1cccs1)NCc1ccccc1
  5 | 1.8%
CCCCCN1CN(S(=O)(=O)c2cccs2)c2nc3ccccc3nc21
  -12 | 3.4%
CC1CCCCN1C(=O)COc1ccc(F)cc1 (stereo not drawn)
  8 | 2.3%
Cc1ccc(-c2nnc(SCc3ccccc3F)o2)cc1
  0 | 11%
Cc1cc(OCC(=O)NCc2cccnc2)ccc1[N+](=O)[O-]
  -7 | -1.8%
COc1ccc(NC(=O)C(CCCCNC(=O)OC(C)(C)C)NC(=O)OCc2ccccc2)cc1 (stereo not drawn)
  · | 1.8%
COc1cc(/C=C2\C(=O)NC(=O)N(c3ccccc3)C2=O)c([N+](=O)[O-])cc1OC
  -2 | 3.1%
